M4 antag – blocks acetylcholine activation of human M4 receptor; P08173; CHO-hM4 cells, ACh EC80, Fluo-8 calcium fluorescence; inhibition, % at 3 µM; hit rate 0.73% among 360,000; AID 624125;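 active = inhibition above its plate's cutoff, the mean inhibition of sample wells plus 3 SD, cut at about 27% in these data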;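 also: 0% = acetylcholine EC80 with DMSO and 100% = DMSO without agonist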
CHRM5 agonist – CHRM5 agonism in calcium assay; P08912; CHO-K1 hM5 cells, Fluo-8 calcium fluorescence; 0% DMSO wells, 100% maximal acetylcholine response; activation, % at 3 µM; hit rate 0.19% among 360,000; AID 624037;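 active = activation above the run's mean over test compounds plus 3 SD, cut at about 23% in these data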;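 also: signal is peak over basal fluorescence ratio across the kinetic read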
Target sequence (P08912 whole entry, looked up): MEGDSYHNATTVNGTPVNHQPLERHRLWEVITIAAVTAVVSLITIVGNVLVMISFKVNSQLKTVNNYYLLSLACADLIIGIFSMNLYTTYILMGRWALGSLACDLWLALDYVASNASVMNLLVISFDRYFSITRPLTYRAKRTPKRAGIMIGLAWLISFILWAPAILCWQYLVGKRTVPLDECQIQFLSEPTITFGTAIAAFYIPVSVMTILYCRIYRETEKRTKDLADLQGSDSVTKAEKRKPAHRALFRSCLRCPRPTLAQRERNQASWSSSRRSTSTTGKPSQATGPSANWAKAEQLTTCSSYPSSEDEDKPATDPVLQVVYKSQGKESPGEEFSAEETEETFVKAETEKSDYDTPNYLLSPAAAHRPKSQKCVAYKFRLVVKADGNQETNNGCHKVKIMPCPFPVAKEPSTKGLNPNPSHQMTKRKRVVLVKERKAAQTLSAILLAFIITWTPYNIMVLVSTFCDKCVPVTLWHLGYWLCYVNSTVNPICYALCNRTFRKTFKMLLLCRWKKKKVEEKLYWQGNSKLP
CHRM5 PAM – positive allosteric modulators of human muscarinic M5 receptor; P08912; CHO-K1 hM5, Fluo-8 calcium, ACh EC20 PAM; 0% = ACh EC20, 100% = ACh EC100; activation, % at 3 µM; hit rate 0.3% among 360,000;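 active = activation above the run cutoff, the mean activation of all test compounds plus 3 SD, cut at about 18% in these data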
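system = human M5 receptor in CHO-K1 cells | compound = one concentration, 3 µM final (nominal) | schedule = Post-acetylcholine fluorescence recording 140 s | signal = Fluo-8 calcium dye fluorescence, kinetic read | benchmarks = low control EC20 acetylcholine (0%), high control EC100 acetylcholine (100%) | repeats = singlicate, one well per test compound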
M1 antag – antagonists of human M1 muscarinic receptor; P11229; CHO-K1 hM1, Fluo-8 calcium fluorescence, ACh EC80 antagonist; inhibition, % at 3 µM; hit rate 1.3% among 360,000; AID 588852;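 active = percent inhibition above its own plate's cutoff, namely the mean of that plate's compound wells plus 3 SD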;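 also: peak over basal fluorescence ratio during 140 s after agonist addition; 0% = ACh EC80 plus DMSO and 100% = DMSO alone without agonist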
Target sequence (P11229 whole entry, looked up): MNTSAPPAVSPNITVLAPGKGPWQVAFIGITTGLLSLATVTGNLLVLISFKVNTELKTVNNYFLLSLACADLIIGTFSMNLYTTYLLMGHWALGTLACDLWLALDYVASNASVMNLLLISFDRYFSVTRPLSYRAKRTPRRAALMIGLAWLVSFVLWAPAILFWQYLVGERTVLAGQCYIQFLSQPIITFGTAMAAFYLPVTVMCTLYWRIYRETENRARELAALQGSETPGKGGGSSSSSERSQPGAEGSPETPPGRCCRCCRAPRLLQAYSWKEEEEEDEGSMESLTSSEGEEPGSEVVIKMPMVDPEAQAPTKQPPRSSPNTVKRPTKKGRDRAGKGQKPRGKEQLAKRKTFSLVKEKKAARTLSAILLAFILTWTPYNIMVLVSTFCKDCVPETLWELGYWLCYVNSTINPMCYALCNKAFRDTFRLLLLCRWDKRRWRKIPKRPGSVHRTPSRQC
CHRM4 PAM – potentiates acetylcholine response at human M4 receptor. P08173. CHO-K1 hM4/Gqi5, Fluo-8 calcium fluorescence, ACh EC20; 0% = ACh EC20, 100% = maximal ACh. activation, % at 3 µM. hit rate 0.4% among 360,000. AID 624126;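 active = activation above its plate's cutoff, the mean activation of sample wells plus 3 SD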; also: some results filed as inactive read as strong as hits
CHRM1 PAM – positive allosteric modulators of human M1 muscarinic receptor; CHO-K1 hM1, Fluo-8 calcium fluorescence, ACh EC20; 0% = ACh EC20, 100% = maximal ACh; activation, % at 3 µM; hit rate 0.088% among 360,000; AID 588819; in the data active = activation above about 19%, passing the limit was not always enough
M4 ag – agonists of human muscarinic M4 receptor (CHRM4) | P08173 | CHO-K1 hM4/Gqi5, Fluo-8 calcium fluorescence; vehicle 0%, full acetylcholine response 100% | activation, % at 3 µM | hit rate 0.14% among 360,000 | AID 624127;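 active = activation above the run mean over all test wells plus 3 SD, cut at about 32% in these data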;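 also: peak over basal fluorescence ratio per well then scaled between controls; 0% = DMSO wells and 100% = acetylcholine at EC100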
M5 antag – CHRM5 antagonism in calcium assay. CHO-hM5 cells, Fluo-8 calcium fluorescence, ACh EC80. P08912. hit rate 0.59% among 360,000. AID 624040. inhibition, % at 3 µM;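 active = inhibition above a per-plate cutoff, the mean of that plate's test compounds plus 3 SD, cut at about 27% in these data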;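 also: 0% = acetylcholine EC80 with DMSO and 100% = DMSO without agonist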
CRFR2-BP ag – agonists of human CRF-binding protein/CRF-R2 receptor complex; HEK293 CRF-R2/CRF-BP, calcium dye fluorescence (FLIPR); percent of saturating CRF peptide response; activation, % at 13.2 µM; hit rate 0.46% among 350,000; AID 588473;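 active = activation of at least 50%, plus an integration ratio under a set limit after plate pattern correction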;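 also: plate controls were neutral control wells without compound for no effect and CRF at EC100 for full effect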
Numbers without * were called inactive; & = joins results of further samples.

nr | compound | CHRM1 PAM | CHRM4 PAM | M5 antag | CHRM5 PAM | CRFR2-BP ag
1 | Cc1cc(Cl)c(S(=O)(=O)NC(C(=O)O)C(C)C)cc1OCC(=O)NC1CCCCC1 (centres undefined) | 8 | 6 | -5 | 2 | -0.3
2 | CC(C)C(NC(=O)OCc1ccccc1)C(=O)OCC(=O)N1CCCCC1 (centres undefined) | 12 | 0 | -10 | -4 | -0.6
3 | COc1ccccc1NC(=O)CN1C(=O)COc2ccc(S(=O)(=O)N3CCCCCC3)cc21 | 5 | 1 | 10 | -4 | -0.4
4 | CC(=O)Oc1ccc(/C=N/NC(=O)C2CCCN2S(=O)(=O)c2ccc(Cl)cc2)cc1 (centres undefined) | 5 | -1 | -2 | -5 | 1.8
5 | CC(O)CN1C(=O)C(CC(=O)Nc2ccc(Cl)cc2)SC1=Nc1ccccc1 (centres undefined) | -2 | -2 | 10 | -6 | 4.8
6 | CC(=O)c1ccc(N2Cc3ccccc3C2)cc1 | 5 | -9 | -3 | -3 | 5.6
7 | Cc1oc2cc(OCC(=O)O)ccc2c(=O)c1Oc1ccccc1 | 6 | 10 | -2 | 0 | -0.6
8 | CCO[C@H]1OC(C(=O)N2CCOCC2)=C[C@@H](c2ccc(Br)cc2)[C@@H]1CCCO | 9 | 13 | 11 | -2 | -1.1
9 | O=C(COc1ccccc1)n1nc(-c2ccc(Cl)cc2)nc1NCc1ccco1 | 13 | 13 | 0 | -7 | 7.4
10 | Cc1nn(C)cc1C1C2=C(CC(C)(C)CC2=O)N(c2ccccc2)C2=C1C(=O)CC(C)(C)C2 | 12 | 3 | -3 | -17 | -2.7
11 | COc1cc2c(cc1OC)/C(=C/C(=O)c1ccc([N+](=O)[O-])c(C)c1)NCC2 | 1 | -4 | 1 | -4 | -0.1
12 | CCOC(=O)N1CCC(N(C(=O)Nc2ccc(CC)cc2)C(C)CC)CC1 (centres undefined) | -5 | -5 | -1 | 0 | -0.9
13 | COc1ccccc1C1C2=C(CCCC2=O)N(CC(=O)O)C2=C1C(=O)CCC2 | 9 | 7 | 1 | 0 | 1.4
14 | COCCCNC(=O)Cc1coc2ccc3ccccc3c12 | 7 | 1 | 5 | 7 | 0.3
15 | CC(C)(O[C@@H]1O[C@H](CO)[C@@H](O)[C@H](O)[C@H]1O)[C@H]1Cc2cc3ccc(=O)oc3cc2O1 | 0 | 6 | 6 | 0 | -2.3

nr | M4 antag | M1 antag | CHRM5 agonist | M4 ag
1 | -6 | -4 | -3 | -1
2 | -7 | -58 | -1 | 1
3 | 4 | -6 | -5 | 1
4 | -18 | -6 | 3 | 10
5 | 6 | -18 | -2 | 12
6 | -1 | -5 | -5 | 1
7 | 6 | -5 | 3 | 2
8 | -4 | -5 | 3 | 2
9 | -8 | -10 | 1 | 2
10 | 6 | -9 | -5 | 1
11 | 13 | 0 | -2 | 1
12 | -3 | 7 | -3 | 1
13 | -7 | -11 | 0 | 0
14 | -1 | -5 | 3 | 1
15 | 8 | -3 | 2 | 1

New compounds follow:
nr | compound | CHRM1 PAM | CHRM4 PAM | M5 antag | CHRM5 PAM | CRFR2-BP ag
16 | O=C(Cc1cccc(C(F)(F)F)c1)NCC(=O)Nc1cc(Cl)ccc1Cl | -7 | 2 | 8 | -9 | -0.9
17 | COc1ccc(NC(=S)NCCc2c(C)[nH]c3ccc(OC)cc23)cc1 | 3 | 2 | 10 | -5 | -1.3
18 | O=C(CCS(=O)(=O)Cc1ccccc1)Nc1nncs1 | 21 | 1 | -2 | 11 | 0.5
19 | COc1cc(C(=O)NC2CCN(Cc3ccccc3)CC2)cc(Cl)c1OC | -7 | -5 | 1 | 1 | -0.4
20 | Cc1c(NC(=O)C(C)N(c2ccccc2)S(C)(=O)=O)c(=O)n(-c2ccccc2)n1C (centres undefined) | 9 | 1 | -7 | 8 | -1.3
21 | COc1ccc(OC)c(CNC(=O)C2CCC(=O)N(CCCN3CCCC3=O)C2)c1 (centres undefined) | 17 | 15 | 7 | -2 | -0.3
22 | O=C(Nc1ccccc1)Nc1cccc(-c2cn3cccnc3n2)c1 | -1 | -1 | 12 | 1 | -1.8
23 | COc1cc(/C=C2\NC(=S)N(C)C2=O)ccc1OCc1cccc(F)c1 | -3 | -5 | 23 | -8 | 0.9
24 | CC(C)(C)NC(=O)c1cccc(NC(=O)c2cccc(O)c2)c1 | 2 | 2 | 7 | -10 | -0.4
25 | CCOc1cc(C(=O)N=c2sccn2C)ccc1OC(F)F | 9 | 10 | -8 | 3 | 0.1
26 | CCCN1CC=C2C(C#N)=C(N)C(C#N)(C#N)C(c3cccc(OC)c3OC)C2C1 (centres undefined) | 2 | -7 | 12 | -7 | 48
27 | COc1ccc(-n2ncc3c2CC(C)(C)CC3NC(=O)CCN2CCCC2=O)cc1 (centres undefined) | -5 | 0 | 14 | -9 | 2.3
28 | O=C1CCCC2=C1C(c1ccc(Br)cc1)c1c([nH]c(=S)[nH]c1=O)N2 (centres undefined) | 4 | -1 | -5 | 3 | -1.7
29 | O=C(c1ccc(F)cc1)N1CCN2C(=O)c3ccccc3C12c1ccccc1 (centres undefined) | -6 | -24 | 34* | -35 | -0.2
30 | CN(Cc1ccccc1F)c1ccc(S(=O)(=O)N2CCCC2)cn1 | 1 | -8 | -2 | -11 | -0.7

nr | M4 antag | M1 antag | CHRM5 agonist | M4 ag
16 | -4 | 11 | -3 | 1
17 | -5 | -1 | -4 | 5
18 | -12 | -15 | -2 | 0
19 | 1 | 10 | -3 | 1
20 | 1 | 4 | 1 | 1
21 | -17 | 0 | -5 | 0
22 | 1 | 6 | -4 | 4
23 | 5 | 8 | -2 | 2
24 | 1 | -5 | 2 | 8
25 | -4 | -19 | -6 | 2
26 | 5 | 7 | -5 | 2
27 | 4 | 15 | -2 | 2
28 | 6 | -4 | -1 | 1
29 | 6 | 13 | -15 | 18
30 | 5 | 7 | -6 | 0

Other entries follow:
nr | compound | CHRM1 PAM | CHRM4 PAM | M5 antag | CHRM5 PAM | CRFR2-BP ag
31 | CCCCNC(=S)Nc1ccc2nc3n(c(=O)c2c1)CCCCC3 | -4 | -12 | -3 | -7 | -0.1
32 | O=C(c1ccc(F)cc1F)N1CCN(c2ncccn2)CC1 | 4 | 7 | 0 | 10 | -0.2
33 | CC(=O)Nc1nc(CCC(C)C)cc2c1c(=O)oc1ccccc12 | 5 | 1 | 8 | -3 | -0.5
34 | CCOC(=O)NC(c1cccc(Cl)c1)C1CCCCCC1=O (centres undefined) | 9 | -3 | -1 | 4 | -0.7
35 | CN(C)C1N(C(=O)c2ccccc2)N=C2c3ccccc3S(=O)(=O)N21 (centres undefined) | 6 | 8 | 9 | -5 | -0.7
36 | CCc1nc(CNC(=O)c2cc(OC)c(OC)c(OC)c2)no1 | 3 | 4 | -1 | 0 | 2.3
37 | CC(C)(C)n1nc2c(c1NC(=O)c1cc([N+](=O)[O-])ccc1Cl)CS(=O)(=O)C2 | -4 | -3 | 12 | -1 | -0.1
38 | O=C(NCCc1ccc(Cl)cc1)C1CCCN(c2ncnc3c2nc2n3CCCCC2)C1 (centres undefined) | 0 | 0 | -8 | -1 | -2.3
39 | CC(C)Nc1nc(Cl)nc(NN(C)c2nc(N(C)C)nc(N(C)C)n2)n1 | 12 | 15 | 8 | -4 | -3.1
40 | CCN1C(=O)[C@H]2[C@@H](c3ccc(-c4ccc(OC)cc4)c(OC)c3)N3CCCC[C@@]3(C(=O)OC)[C@H]2C1=O | 9 | -6 | 4 | 3 | 0.4
41 | O=C(Nc1nnc(CCc2ccccc2)s1)C1CCCO1 (centres undefined) | 4 | -4 | 3 | -10 | 1.2
42 | Cc1ccc(Cl)cc1N1CCN(Cc2nc3c(c(=O)[nH]c(=O)n3C)n2CCc2ccccc2)CC1 | 6 | 7 | -2 | 4 | -0.8
43 | Cc1cc(C(=O)NNC(=O)c2ccc(Cl)c(S(N)(=O)=O)c2)c(C)o1 | 3 | 0 | 6 | 6 | 2.4
44 | C/C(=N\NC(=O)c1ccc(Cl)cc1)c1ccccn1 | 5 | -3 | -9 | 0 | -0.7
45 | COc1cc(NC2c3ccccc3C(=O)N2Cc2ccc3c(c2)OCO3)cc(OC)c1OC (centres undefined) | -5 | -7 | 6 | -6 | -3.7

nr | M4 antag | M1 antag | CHRM5 agonist | M4 ag
31 | 9 | 5 | 0 | 1
32 | -3 | -3 | -4 | 1
33 | 7 | -4 | -6 | 0
34 | -1 | -16 | -4 | 0
35 | -5 | -12 | -2 | 2
36 | 9 | -15 | -1 | 1
37 | 4 | 3 | 0 | 2
38 | -9 | -1 | -3 | 2
39 | -6 | -17 | -3 | -1
40 | 9 | 5 | 0 | 2
41 | 4 | 8 | -4 | 1
42 | -6 | -5 | 1 | 0
43 | 2 | -2 | 1 | 0
44 | -1 | -16 | 4 | 0
45 | 2 | 7 | 0 | 1

(further entries)
nr | compound | CHRM1 PAM | CHRM4 PAM | M5 antag | CHRM5 PAM | CRFR2-BP ag
46 | COc1cc([N+](=O)[O-])c2nc(C=NNC(N)=S)ccc2c1 | 2 | 0 | 8 | 6 | -0.9
47 | O=[N+]([O-])c1ccc(SCCc2ccncc2)cc1 | 6&12 | -6&0 | 17&-8 | -10&5 | -1.1&0.3
48 | C/C(=N/NC(=O)CNC(=O)c1cccnc1)c1ccco1 | 11 | 5 | -10 | 9 | -0.3
49 | COCCCn1c(=S)[nH]c2c(sc3ccccc32)c1=O | 11 | 1 | 9 | 2 | 2.1
50 | COc1ccc(-c2c(C)cc3oc(=O)cc(-c4ccccc4)c3c2C)cc1C=O | 7 | 9 | -9 | 7 | 4.8
51 | Cc1[nH]c2ccccc2c1C(=O)COC(=O)c1c(-c2ccccc2Cl)noc1C | 6 | -6 | 8 | -8 | 2.0

nr | M4 antag | M1 antag | CHRM5 agonist | M4 ag
46 | -3 | -3 | 0 | 2
47 | 10&2 | -9&-20 | 0&6 | 2&1
48 | -11 | -21 | -1 | 2
49 | 7 | -10 | 0 | 0
50 | -16 | -8 | 0 | 0
51 | 2 | 1 | 4 | 11

Complete entries, looked up by structure.
Cc1[nH]c2ccccc2c1C(=O)COC(=O)c1c(-c2ccccc2Cl)noc1C is entered as CHRM1 PAM = 6; CHRM4 PAM = -6; M5 antag = 8; CHRM5 PAM = -8; CRFR2-BP ag = 2.0; M4 antag = 2; M1 antag = 1; CHRM5 agonist = 4; M4 ag = 11
O=[N+]([O-])c1ccc(SCCc2ccncc2)cc1 is entered as CHRM1 PAM = 6&12; CHRM4 PAM = -6&0; M5 antag = 17&-8; CHRM5 PAM = -10&5; CRFR2-BP ag = -1.1&0.3; M4 antag = 10&2; M1 antag = -9&-20; CHRM5 agonist = 0&6; M4 ag = 2&1
C/C(=N/NC(=O)CNC(=O)c1cccnc1)c1ccco1 is entered as CHRM1 PAM = 11; CHRM4 PAM = 5; M5 antag = -10; CHRM5 PAM = 9; CRFR2-BP ag = -0.3; M4 antag = -11; M1 antag = -21; CHRM5 agonist = -1; M4 ag = 2

Limited to CHRM1 PAM and M4 antag, for 2 of the compounds above:
#	SMILES	CHRM1 PAM	M4 antag
7	Cc1oc2cc(OCC(=O)O)ccc2c(=O)c1Oc1ccccc1	6	6
8	CCO[C@H]1OC(C(=O)N2CCOCC2)=C[C@@H](c2ccc(Br)cc2)[C@@H]1CCCO	9	-4

Screening data as filed in PubChem.

This is a random part of the collection (roughly 2.8% active in at least one column).
